KCNK3 block: human KCNK3 channel inhibition, primary screen | O14649 | CHO-KCNK3 thallium flux, FluxOR fluorescence; hits give low values | B-score at 10 µM | 340,000 tested, 0.84% active | AID 602410;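 active = B-score under library mean minus 4 SD, starting fluorescence ratio at most library mean plus 5 SD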;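 note: more negative B-score means stronger inhibition of thallium flux through KCNK3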
Target sequence (O14649 whole entry, looked up): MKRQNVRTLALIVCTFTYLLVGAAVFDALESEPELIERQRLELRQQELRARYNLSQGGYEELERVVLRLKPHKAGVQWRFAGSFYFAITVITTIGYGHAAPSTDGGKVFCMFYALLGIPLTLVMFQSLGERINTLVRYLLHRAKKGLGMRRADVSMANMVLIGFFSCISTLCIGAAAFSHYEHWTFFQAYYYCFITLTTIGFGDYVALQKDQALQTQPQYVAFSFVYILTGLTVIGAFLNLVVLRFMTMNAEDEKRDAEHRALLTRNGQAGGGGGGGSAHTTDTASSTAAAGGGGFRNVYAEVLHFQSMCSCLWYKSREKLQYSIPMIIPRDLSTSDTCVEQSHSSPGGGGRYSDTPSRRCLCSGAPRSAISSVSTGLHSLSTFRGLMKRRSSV
TRPC4 agonist: activators of mouse TRPC4 channel | B-score at 10 µM | HEK293 TRPC4beta/mu-opioid, Fluo4 calcium fluorescence; hits give high values | 310,000 tested, 0.49% active;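 active = B-score above 5 SD of library B-scores, and initial fluorescence ratio not above library mean plus 5 SD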;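 note: positive B-score marks a calcium rise read as TRPC4 activation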
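Assay system: HEK293 cells stably co-expressing mouse TRPC4beta and mu-opioid receptor / Timing: Fluo4 dye loading 45 min at room temperature, 110 s recording / Signal: Fluo4 calcium-sensitive dye fluorescence, kinetic, 1 Hz baseline / Read-out: integrated baseline-normalised fluorescence ratio, converted to per-well B score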
TRPC4 PAM: allosteric potentiators of mouse TRPC4 channel. 310,000 tested, 0.42% active. HEK293 TRPC4beta/mu-opioid, DAMGO EC20, Fluo-4 Ca2+ flux; hits give high values. Q9QUQ5. B-score at 10 µM;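 active = B-score of calcium response area above 5 SD of library B-scores, with initial fluorescence ratio within 5 SD of library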;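 note: B-score of integrated fluorescence ratio over time as area under calcium response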
TRPC4 block: TRPC4 (mouse) channel inhibition. HEK293 TRPC4beta/mu-opioid, DAMGO-evoked Fluo4 calcium flux; hits give low values. B-score at 10 µM. 300,000 tested, 0.39% active. AID 2247;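 active = B-score over 3 SD under the library average, no early fluorescence shift, positive overall ratio signal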
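System: stable TRPC4beta/mu-opioid receptor HEK293 cells; Dosing: single-point compound dosing; Measured by: Fluo4 Ca2+ flux fluorescence; Read-out basis: per-well B score of integrated baseline-normalized Fluo4 ratio.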
KCNQ1 act: potentiates or activates the human KCNQ1 potassium channel; P51787; CHO-K1 KCNQ1, thallium flux FluxOR fluorescence; hits give high values; B-score at 10 µM; 310,000 tested, 0.35% active; AID 2648;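 active = fluorescence ratio B-score, a plate-corrected score, at least three library SD, with initial intensity B-score within 5 SD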
Target sequence (P51787 whole entry, looked up): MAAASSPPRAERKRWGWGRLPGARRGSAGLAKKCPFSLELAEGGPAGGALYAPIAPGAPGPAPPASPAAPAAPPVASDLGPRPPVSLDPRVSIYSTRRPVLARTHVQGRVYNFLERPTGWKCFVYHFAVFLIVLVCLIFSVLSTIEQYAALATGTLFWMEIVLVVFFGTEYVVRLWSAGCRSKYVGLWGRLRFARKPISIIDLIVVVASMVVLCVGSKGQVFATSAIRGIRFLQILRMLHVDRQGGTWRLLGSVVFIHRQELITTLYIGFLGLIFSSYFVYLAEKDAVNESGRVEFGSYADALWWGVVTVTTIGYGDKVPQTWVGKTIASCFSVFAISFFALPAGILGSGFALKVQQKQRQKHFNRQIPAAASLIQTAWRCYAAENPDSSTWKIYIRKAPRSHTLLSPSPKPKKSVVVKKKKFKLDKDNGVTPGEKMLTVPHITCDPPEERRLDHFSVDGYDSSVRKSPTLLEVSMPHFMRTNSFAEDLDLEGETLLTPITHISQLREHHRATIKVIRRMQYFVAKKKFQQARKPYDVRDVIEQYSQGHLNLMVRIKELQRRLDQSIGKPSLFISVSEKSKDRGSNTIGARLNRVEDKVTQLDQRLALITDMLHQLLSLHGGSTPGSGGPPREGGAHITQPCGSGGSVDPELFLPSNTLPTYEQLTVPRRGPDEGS
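Doses: Single concentration per compound, DMSO matched to controls | Test system: KCNQ1-transfected CHO-K1 cells | Timing: 90 min dye loading and 20 min compound exposure, both at room temperature | Measured by: Kinetic FluxOR thallium fluorescence, 10-s 1-Hz baseline, 110-s post-stimulus read | Medium: Assay buffer with matched DMSO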
hERG protect: compounds protecting human hERG from proarrhythmic drug block; Q12809; CHO-hERG, FluxOR thallium flux, dofetilide IC70 present; activation (rescue from dofetilide block), less the hit threshold, % at 10 µM; 310,000 tested, 0.51% active;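 active = activation above the mean of controls blocked by dofetilide plus 5 SD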;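 note: thallium influx through hERG after potassium depolarization seen as dye fluorescence rise; in these data hits start at about 4.7%; inactives centre near -7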
KCNK9 block: blocks the human KCNK9 two-pore domain potassium channel; HEK293 KCNK9, FluxOR thallium flux fluorescence; hits give low values; Q9NPC2; 310,000 tested, 1.2% active; B-score at 10 µM;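 active = ratio B-score over 3 SD below the library mean, with starting fluorescence within 5 SD of its mean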;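 note: negative B-score means less thallium flux so channel inhibition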
DYRK1A inh: inhibitors of rat Dyrk1A kinase | inhibition, % at 12.5 µM | Q63470 | 310,000 tested, 0.43% active | ADP-Glo luminescence, NFATc1 peptide; in the data active = inhibition above about 50%;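 note: plate controls were vehicle with enzyme for no effect and no enzyme for full effect; many of its hits are not listed in these tables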
Platelet DG rel: platelet dense granule release activity; 300,000 tested, 0.22% active; AID 1663; human platelet-rich plasma, SFLLRN dense granule ATP release, luminescence; inhibition, %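 (compounds screened at 7.5 µM in platelet-rich plasma)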;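 active = mean replicate score, as percent of positive control, at or above 50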
PolyA inhibitor: yeast polyadenylation inhibition. calls only at 12 µM. S. cerevisiae SKY197-pL101 polyadenylation reporter, beta-gal luminescence; efflux-impaired pdr1/pdr3 knockout yeast; score 100 = 6 SD above DMSO. 300,000 tested, 0.02% active;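 active = lowest replicate activity score at least 50, where 100 means six control SD above control mean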;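 note: yeast exposed to compound for 9 h at 30 °C; higher score means more reporter readthrough which indicates perturbed polyadenylation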
KCNQ1 inh: human KCNQ1 channel inhibition. B-score at 10 µM. 310,000 tested, 1.3% active. CHO-K1 KCNQ1, FluxOR thallium flux fluorescence; hits give high values. P51787. AID 2642;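 active = compounds whose thallium flux B-score, printed positive for inhibition, exceeds three library SD while starting fluorescence stays within three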;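 note: channel opened by potassium depolarization with thallium stimulus after 20 min compound exposure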
* marks the source's active call; other numbers are inactive results. The list is partial. The share of hits here may be higher or lower than overall.

COc1ccc(OC)c(-c2csc(N(CC3CCCO3)C(=O)Cc3ccccc3)n2)c1 (stereo not given) was read as KCNK3 block inactive, TRPC4 agonist inactive, TRPC4 PAM inactive, TRPC4 block inactive, KCNQ1 act inactive, hERG protect -19.8, KCNK9 block inactive, DYRK1A inh -1.4, Platelet DG rel 4.0 and KCNQ1 inh inactive.
Screening Cc1ccc(CSC2=NCCN2C(=O)C(C)Oc2ccccc2)cc1 (stereo not given) returned KCNK3 block inactive, TRPC4 agonist inactive, TRPC4 PAM inactive, TRPC4 block inactive, KCNQ1 act inactive, hERG protect -18.2, KCNK9 block inactive, Platelet DG rel -3.4, PolyA inhibitor inactive and KCNQ1 inh inactive.
For O=C(Nc1ccc(O)c2c(=O)cc(-c3ccccc3Cl)oc12)c1ccc(Cl)c(Cl)c1 the results were KCNK3 block inactive, TRPC4 agonist inactive, TRPC4 PAM inactive, TRPC4 block inactive, KCNQ1 act inactive, hERG protect -6.8, KCNK9 block inactive, DYRK1A inh 5.8, Platelet DG rel 5.7, PolyA inhibitor inactive and KCNQ1 inh inactive.
`CN(C)c1ccc(NC(=O)CN2CCC(N3CCCCC3)CC2)cc1` gave KCNK3 block inactive, TRPC4 agonist inactive, TRPC4 PAM inactive, TRPC4 block inactive, KCNQ1 act inactive, hERG protect -8.4, KCNK9 block inactive, DYRK1A inh -2.5, Platelet DG rel 3.0, PolyA inhibitor inactive and KCNQ1 inh inactive.
CSc1ccccc1C(=O)N1CCOCC1 was read as KCNK3 block inactive, TRPC4 agonist inactive, TRPC4 PAM inactive, TRPC4 block inactive, KCNQ1 act inactive, hERG protect -3.0, KCNK9 block inactive, DYRK1A inh 10.7, Platelet DG rel 29.1, PolyA inhibitor inactive and KCNQ1 inh inactive.
Screening CCOc1cc(C(=O)NCC(=O)N2CCC3(CC2)NCCc2[nH]cnc23)cc(OCC)c1OCC returned KCNK3 block inactive, TRPC4 agonist inactive, TRPC4 PAM inactive, TRPC4 block inactive, KCNQ1 act inactive, hERG protect -7.0, KCNK9 block inactive, DYRK1A inh 3.0, Platelet DG rel 8.4, PolyA inhibitor inactive and KCNQ1 inh inactive.
Screening CCOc1cc(CN2CCCC(CNC(=O)c3ccc(F)cc3)C2)ccc1OC (stereo not given) returned KCNK3 block inactive, TRPC4 agonist inactive, TRPC4 PAM inactive, TRPC4 block inactive, KCNQ1 act inactive, hERG protect -10.3, KCNK9 block inactive, DYRK1A inh 14.8, Platelet DG rel 6.0, PolyA inhibitor inactive and KCNQ1 inh inactive.
Screening COc1ccc(S(=O)(=O)N2CCC(C(=O)N3CCOCC3)CC2)cc1 returned KCNK3 block inactive, TRPC4 agonist inactive, TRPC4 PAM inactive, TRPC4 block inactive, KCNQ1 act inactive, hERG protect -6.3, KCNK9 block inactive, DYRK1A inh -2.0, Platelet DG rel -8.0, PolyA inhibitor inactive and KCNQ1 inh inactive.
CCN(CC)CCC(c1ccc(N(C)C)cc1)c1c(O)cc(OC)cc1OC (stereo not given) was read as KCNK3 block inactive, TRPC4 agonist inactive, TRPC4 PAM inactive, TRPC4 block inactive, KCNQ1 act inactive, hERG protect -11.7, KCNK9 block inactive, DYRK1A inh -4.7, Platelet DG rel -11.9, PolyA inhibitor inactive and KCNQ1 inh inactive.
`Cc1sc2ncnc(N(C)C3CCCCC3)c2c1C` gave KCNK3 block inactive, TRPC4 agonist inactive, TRPC4 PAM inactive, TRPC4 block inactive, KCNQ1 act inactive, hERG protect -13.3, KCNK9 block inactive, DYRK1A inh -5.0, Platelet DG rel -3.1, PolyA inhibitor inactive and KCNQ1 inh inactive.
For CN(c1ccc(C(=O)Nc2cccnc2)cc1)S(=O)(=O)c1ccccc1 the results were KCNK3 block inactive, TRPC4 agonist inactive, TRPC4 PAM inactive, TRPC4 block inactive, KCNQ1 act inactive, hERG protect -4.8, KCNK9 block inactive, DYRK1A inh -1.5, Platelet DG rel 2.3, PolyA inhibitor inactive and KCNQ1 inh inactive.
For CC(C)CN(C(=O)CN(C)C(=O)c1ccco1)c1c(N)n(CC(C)C)c(=O)[nH]c1=O the results were KCNK3 block inactive, TRPC4 agonist inactive, TRPC4 PAM inactive, TRPC4 block inactive, KCNQ1 act inactive, hERG protect -14.0, KCNK9 block inactive, DYRK1A inh -3.4, Platelet DG rel 0.9, PolyA inhibitor inactive and KCNQ1 inh inactive.
Cc1ccc(S(=O)(=O)c2cc(Nc3ccccc3)ccc2O)cc1 was read as KCNK3 block inactive, TRPC4 agonist inactive, TRPC4 PAM inactive, TRPC4 block inactive, KCNQ1 act inactive, hERG protect -15.7, KCNK9 block inactive, DYRK1A inh -2.1, Platelet DG rel -0.6, PolyA inhibitor inactive and KCNQ1 inh inactive.
Screening COC(=O)c1ccccc1NC(=O)C1(S(=O)(=O)c2ccc(Cl)cc2)CC1 returned KCNK3 block inactive, TRPC4 agonist inactive, TRPC4 PAM inactive, TRPC4 block inactive, KCNQ1 act inactive, hERG protect -6.1, KCNK9 block inactive, DYRK1A inh 0.3, Platelet DG rel 1.7, PolyA inhibitor inactive and KCNQ1 inh inactive.
Screening CCn1cc(C(=O)N[C@@H](CCSC)C(=O)NCCOC)c(=O)c2cc3c(cc21)OCO3 returned KCNK3 block inactive, TRPC4 agonist inactive, TRPC4 PAM inactive, TRPC4 block inactive, KCNQ1 act inactive, hERG protect 0.6, KCNK9 block inactive, DYRK1A inh 0.0, Platelet DG rel 4.6, PolyA inhibitor inactive and KCNQ1 inh inactive.
COc1ccc(C(=O)Nc2c(-c3ccccc3)nc3ccccn23)c(OC)c1 was read as KCNK3 block inactive, TRPC4 agonist inactive, TRPC4 PAM inactive, TRPC4 block inactive, KCNQ1 act inactive, hERG protect -3.5, KCNK9 block inactive, DYRK1A inh -3.0, Platelet DG rel 2.0, PolyA inhibitor inactive and KCNQ1 inh inactive.
O=[N+]([O-])c1ccccc1/C=C/CN1CCCCC1CO (stereo not given) was read as KCNK3 block inactive, TRPC4 agonist inactive, TRPC4 PAM inactive, TRPC4 block inactive, KCNQ1 act inactive, hERG protect -9.0, KCNK9 block inactive, DYRK1A inh -4.3, Platelet DG rel -8.4, PolyA inhibitor inactive and KCNQ1 inh inactive.
Screening N#C/C(=C\c1ccc(O)c([N+](=O)[O-])c1)c1nc2ccccc2s1 returned KCNK3 block inactive, TRPC4 agonist inactive, TRPC4 PAM inactive, TRPC4 block inactive, KCNQ1 act inactive, hERG protect -8.8, KCNK9 block inactive, DYRK1A inh 42.3, Platelet DG rel 8.4, PolyA inhibitor inactive and KCNQ1 inh 6*.
For CC(Sc1ccccc1)C(=O)Nc1ccc(S(=O)(=O)N2CCOCC2)cc1 (stereo not given) the results were KCNK3 block inactive, TRPC4 agonist inactive, TRPC4 PAM inactive, TRPC4 block inactive, KCNQ1 act inactive, hERG protect -7.8, KCNK9 block inactive, DYRK1A inh -2.9, Platelet DG rel 3.1, PolyA inhibitor inactive and KCNQ1 inh inactive.
`COc1ccccc1C(=O)NNC(=O)C12CC3CC(CC(C3)C1)C2` gave KCNK3 block inactive, TRPC4 agonist inactive, TRPC4 PAM inactive, TRPC4 block inactive, KCNQ1 act inactive, hERG protect -12.8, KCNK9 block inactive, DYRK1A inh -0.2, Platelet DG rel -25.4, PolyA inhibitor inactive and KCNQ1 inh inactive.
`CC(=O)N1CC(C)Sc2ccc(S(=O)(=O)NCCc3ccccc3)cc21` (stereo not given) gave KCNK3 block inactive, TRPC4 agonist inactive, TRPC4 PAM inactive, TRPC4 block inactive, KCNQ1 act inactive, hERG protect -14.4, KCNK9 block inactive, DYRK1A inh -2.4, Platelet DG rel 8.5, PolyA inhibitor inactive and KCNQ1 inh inactive.
CC(C)[C@H](NC(=O)Nc1ccccc1F)C(=O)O was read as KCNK3 block inactive, TRPC4 agonist inactive, TRPC4 PAM inactive, TRPC4 block inactive, KCNQ1 act inactive, hERG protect -5.5, KCNK9 block inactive, DYRK1A inh 4.8, Platelet DG rel -18.6, PolyA inhibitor inactive and KCNQ1 inh inactive.
Screening COc1cc(C(=O)Nc2ccc3nc4n(c(=O)c3c2)CCCC4)ccc1Br returned KCNK3 block inactive, TRPC4 agonist inactive, TRPC4 PAM inactive, TRPC4 block inactive, KCNQ1 act inactive, hERG protect -14.4, KCNK9 block inactive, DYRK1A inh -2.6, Platelet DG rel 5.0, PolyA inhibitor inactive and KCNQ1 inh inactive.
For CCCN(CCC)CCNS(=O)(=O)c1ccc2c(c1)CCN2C(=O)C1CCC1 the results were KCNK3 block inactive, TRPC4 agonist inactive, TRPC4 PAM inactive, TRPC4 block inactive, KCNQ1 act inactive, hERG protect -3.6, KCNK9 block inactive, DYRK1A inh 8.7, Platelet DG rel 0.8, PolyA inhibitor inactive and KCNQ1 inh inactive.
`CSc1nc2nc3c(cc2c(=O)n1-c1ccccc1C)COC(C)(C)C3` gave KCNK3 block inactive, TRPC4 agonist inactive, TRPC4 PAM inactive, TRPC4 block inactive, KCNQ1 act inactive, hERG protect -13.7, KCNK9 block inactive, DYRK1A inh 10.5, Platelet DG rel -0.2, PolyA inhibitor inactive and KCNQ1 inh inactive.
`c1ccc(NCc2ccccn2)cc1` gave KCNK3 block inactive, TRPC4 agonist inactive, TRPC4 PAM inactive, TRPC4 block inactive, KCNQ1 act inactive, hERG protect -4.2, KCNK9 block inactive, DYRK1A inh -3.3, Platelet DG rel 20.6, PolyA inhibitor inactive and KCNQ1 inh inactive.
Screening CCSc1nnc(-c2cc(Br)ccc2N)c(=O)[nH]1 returned KCNK3 block inactive, TRPC4 agonist inactive, TRPC4 PAM inactive, TRPC4 block inactive, KCNQ1 act inactive, hERG protect -2.6, KCNK9 block inactive, DYRK1A inh -0.3, Platelet DG rel 2.8, PolyA inhibitor inactive and KCNQ1 inh inactive.
Screening COc1cc(OC)cc(C(=O)N[C@H](C(=O)Nc2cc(C)cc(C)c2)C(C)C)c1 returned KCNK3 block inactive, TRPC4 agonist inactive, TRPC4 PAM inactive, TRPC4 block inactive, KCNQ1 act inactive, hERG protect -7.5, KCNK9 block inactive, DYRK1A inh 12.1 and KCNQ1 inh inactive.

From PubChem BioAssay
